FEN1 inh – human FEN1 inhibition | AID 588795 | P39748 | Potency, µM (top dose mostly 114 µM), for inactives: at the top dose activity change, negative = inhibition, most hits filed as inhibitors | hit rate 0.35% among 390,000 | Recombinant FEN1 flap cleavage, fluorescence, 15 min; note: nearly all actives have a fitted effect of over 65% in size
Target sequence (P39748 whole entry, looked up): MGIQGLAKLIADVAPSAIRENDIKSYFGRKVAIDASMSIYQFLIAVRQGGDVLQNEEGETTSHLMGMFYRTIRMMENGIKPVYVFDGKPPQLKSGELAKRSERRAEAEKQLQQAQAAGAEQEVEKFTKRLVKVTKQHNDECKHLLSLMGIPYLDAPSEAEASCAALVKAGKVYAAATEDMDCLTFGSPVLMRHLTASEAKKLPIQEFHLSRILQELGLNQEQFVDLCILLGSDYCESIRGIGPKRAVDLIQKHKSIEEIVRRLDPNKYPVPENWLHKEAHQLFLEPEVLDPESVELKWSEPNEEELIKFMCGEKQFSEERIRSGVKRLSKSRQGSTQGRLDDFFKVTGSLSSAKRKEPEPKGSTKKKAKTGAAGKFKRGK
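Concentration–response screening of FEN1 (10 nM): 15 min compound preincubation at room temperature, reaction started with 50 nM substrate and read at 0 and 15 min. Corrected, normalized data were fitted by a four-parameter Hill equation.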
TDP1 cell CPT – growth inhibition of DT40 Tdp1-/-;hTDP1 cells with camptothecin (screen for TDP1 inhibitors) | chicken DT40 Tdp1-/-;hTDP1 cells + 20 nM CPT, ATP luminescence, 48 h | Potency, µM (series often up to 46.2 µM), for the others: at the top dose activity change, negative = growth inhibition, hits mostly inhibitors | hit rate 12% among 420,000 | AID 686979; note: nearly all actives have a fitted effect of over 55% in size
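Chicken DT40 Tdp1-/- cells complemented with human TDP1, 400 cells/well, exposed to compounds plus 20 nM camptothecin for at least 48 h at 37 C; viability read as ATP content by CellTiter-Glo luminescence.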
N370S GC mod – inhibitors or activators of N370S glucocerebrosidase for Gaucher disease; hit rate 0.092% among 330,000; P04062; AID 2101; Potency, µM (doses to about 59.4 µM), inactives show top-dose activity change, negative = inhibition, hits mostly inhibitors; N370S GC spleen homogenate, 4MU-glucoside fluorescence;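 note: 0% = full enzyme activity and -100% = no enzyme basal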
Active calls of the source: *; ? = inconclusive; · = no result given; & = joins results of further samples; [ ] = dose if it differs, or a comment. Calls come from the whole dose curve; as a rule, active = well fitted curve in the direction sought with a large enough effect; inconclusive = small, poorly fitted or top-dose-only effect, or another doubt; inactive = no such curve, though single readings can be large; an effect the other way counts as inactive or inconclusive. Unless noted, % is set by controls: 0 for no effect and ±100 for the full control effect; potency is the fitted concentration of half-maximal effect.

SMILES | FEN1 inh | TDP1 cell CPT | N370S GC mod
CCOc1ccc(NC(=O)CN2CCN(C(=O)C3CCCO3)CC2)cc1 (stereo not drawn) | 1.6% | 11.1% | -4.5%
COc1ccc(N2CCN(S(=O)(=O)c3cc(Br)cnc3N)CC2)cc1 | 13.0% | 20.1% | 2.4%
O=C(COc1ccccc1)NNc1nc2ccccc2s1 | 15.8% | ? | -3.9%
S=C(NCc1cccnc1)NCc1cccnc1 | 5.1% | 4.6% | -0.1%
Cc1csc(C)[n+]1CC(=O)c1ccccc1 | 17.9% | 1.1% | 0.5%
COc1cc2c(cc1OC)/C(=C/c1ccc(Br)cc1)C(=O)OC2 | -20.7% | ? | 0.3%
O=C(NCC(=O)N(c1ccc(F)cc1)C(C(=O)NC1CCCC1)c1cccnc1)c1ccco1 (stereo not drawn) | 1.3% | -10.2% | -5.4%
CCCC(=O)NCCc1cc2ccc(OC)cc2[nH]c1=O | -3.2% | -6.0% | -15.4%
COCCCn1ccc(O)c(Cc2ccc(F)cc2)c1=O | 9.4% | -7.0% | 8.0%
Cc1ccccc1OC(=O)CSc1nnc(-c2cccs2)o1 | -0.2% | -2.8% | ·
COc1ccccc1C(=O)O/N=C1/CCCc2c1ccc(OC)c2[N+](=O)[O-] | -9.1% | -24.7% | -1.4%
Cc1ccc(CNC(=O)C2CCC(=O)N(CCCN3CCOCC3)C2)cc1 (stereo not drawn) | 10.9% | -11.5% | -12.1%
CN(C)CCCn1c(=O)n(CCc2ccccc2)c(=O)c2c3c(sc21)CCCCC3 | -2.3% | ? | -6.3%
Cc1cc(=O)nc2c3ccccc3n(CC(=O)NCCCN3CCCC3=O)n12 | 16.7% | 9.4% | -11.4%
[O-]/C(=C(\C(=S)NCc1ccccc1)[n+]1ccccc1)c1ccc(Cl)cc1 | 2.9% | -22.1% | -3.7%
COc1nc(Nc2ccccc2)nc(OC)n1 | -4.3% | 0.4% | ·
COc1ccc(C(=O)N2CC(=O)Nc3ccccc32)cc1S(=O)(=O)N1CCCC1 | 2.6% | -0.1% | -4.9%
Cc1ccc(C(=O)c2nocc2C(=O)c2cccs2)cc1 | -2.2% | 4.8% | 11.2%
CCCN(CCC)c1nc2ccccc2n2c(C)nnc12 | -19.2% | ? | -1.3%
Cc1ccc(-c2nn(-c3ccc(F)cc3)cc2C(=O)NC2CCC(O)CC2)cc1 (stereo not drawn) | -0.6% | -1.9% | -0.1%
CC(=O)c1c(C)[nH]c(C(=O)N2CCN(c3ncccn3)CC2)c1C | -13.2% | ? | 2.7%
COc1cc(NC(=O)C2CC2C)c(C(=O)O)cc1OC (stereo not drawn) | -14.2% | -20.0% | 20.3%
Cc1onc(-c2c(Cl)cccc2Cl)c1COC(=O)c1ccc(Cl)cc1 | 7.5% | 14.1% | 26.2%
O=C(c1ccc(Cl)cc1[N+](=O)[O-])N1CCc2ccccc2C1 | 15.8% | -24.1% | 9.4%
C=CCC(NC(=O)Cc1ccccc1)C(=O)NCCC (stereo not drawn) | -3.9% | -4.5% | ·
Cc1c(NC(=S)NC(=O)c2cccc(Cl)c2)c(=O)n(-c2ccccc2)n1C | 20.8% | 11.2% | -2.8%
O=C(Oc1cccc(C(=O)N2CCOCC2)c1)c1ccc(Br)cc1 | -5.0% | -3.1% | -4.5%[2.35 µM]
CCN1CCN(C(C)C(=O)NC2CCCCC2)CC1 (stereo not drawn) | -14.8% | -3.1% | -5.6%
CCOc1ccc(NC(=O)c2cc(CN3CCCC3)on2)cc1 | 13.6% | -12.4% | ·
Cn1nc(C(F)(F)F)c(-c2ccc(Br)cc2)c1NC(=O)Nc1ccc(F)cc1F | -2.4% | ? | 29.7%
CC(C(=O)NC1CCCCC1)N1CCN(S(=O)(=O)c2cccs2)CC1 (stereo not drawn) | 15.1% | -16.7% | ·
O=C(Nc1ccc(Br)cc1)c1cccc(-n2cnnn2)c1 | 0.1% | ? | -0.5%
O=C(COc1ccc2c(c1)CCC2)N1CCN(c2ccccc2F)CC1 | -0.1% | -4.6% | -0.8%
COC(=O)c1cc2c(ccn2-c2ccc(F)cc2)n1CC(=O)C(C)(C)C | -22.7% | ? | 12.7%
CC(C)(C)C(=O)N(Cc1ccc(Cl)cc1)c1cnccn1 | -2.5% | ? | -2.0%
Cc1cc(=O)oc2c(C)c(OCC(=O)N3CC[C@@]4(O)CCCC[C@H]4C3)ccc12 | 19.0% | 1.3% | -6.1%
CCN(C(=O)Cn1c(=O)n(-c2cc(OC)c(OC)c(OC)c2)c(=O)c2ccccc21)c1cccc(C)c1 | 19.2% | -5.5% | 3.9%
O=C(c1ccco1)N1CCN(C(=O)c2cnn(-c3cccc(F)c3)c2C2CCNCC2)CC1 | 1.7%&15.8% | -7.6%&-16.9% | -11.3%
CC(C)[C@H](NC(=O)c1ccc(C(C)(C)C)cc1)C(=O)N1CCN(Cc2ccc3c(c2)OCO3)CC1 | ? | 3.66µM* | ·
OC[C@H]1O[C@@H](Oc2ccc(O)cc2)[C@H](O)[C@@H](O)[C@@H]1O | 17.8% | 4.9%&-15.2% | ·

One compound at a time, as listed above. Values in the order: FEN1 inh, TDP1 cell CPT, N370S GC mod
`Cc1onc(-c2c(Cl)cccc2Cl)c1COC(=O)c1ccc(Cl)cc1` as listed: 7.5%, 14.1%, 26.2%
`CCOc1ccc(NC(=O)c2cc(CN3CCCC3)on2)cc1` as listed: 13.6%, -12.4%, ·
`O=C(c1ccco1)N1CCN(C(=O)c2cnn(-c3cccc(F)c3)c2C2CCNCC2)CC1` as listed: 1.7%&15.8%, -7.6%&-16.9%, -11.3%
`Cn1nc(C(F)(F)F)c(-c2ccc(Br)cc2)c1NC(=O)Nc1ccc(F)cc1F` as listed: -2.4%, ?, 29.7%
`CC(C(=O)NC1CCCCC1)N1CCN(S(=O)(=O)c2cccs2)CC1` (stereo not drawn) as listed: 15.1%, -16.7%, ·

Next compounds follow.
SMILES | FEN1 inh | TDP1 cell CPT | N370S GC mod
CN(c1ccccc1)S(=O)(=O)c1cccc(C(=O)NC2CCCC2)c1 | 0.7% | ? | ·
CC(=O)Nc1ccc(SCC(=O)N(C)CC(=O)Nc2ccccc2Cl)cc1 | 3.1% | -21.0% | ·
O=C(NCCNC[C@@H](O)COc1ccc(O)cc1)N1CCOCC1 | · | -1.0% | -12.5%
Cc1ccc2nc(=O)c(NNc3ccccc3)cnc2c1 | 14.8%&-5.2% | ? | -6.8%
COc1ccc(Nc2ccc3cc(S(=O)(=O)N4CCCC4)ccc3n2)cc1Cl | -20.0% | 20.6µM* | ·
Cc1c(CCC(=O)NCCCCCC(=O)O)c(=O)oc2cc3occ(-c4ccccc4)c3cc12 | ? | -17.6% | -3.4%
CCOc1ncccc1C(=O)OCC(=O)c1ccccc1 | -11.9% | 7.9% | 0.8%
O=C1CN(C(=O)c2cccc(Br)c2)C(c2ccccc2)c2cc(Cl)ccc2N1 (stereo not drawn) | -8.3% | 5.17µM* | ·
O=S(=O)(c1cccc(COc2c(Cl)cccc2Cl)c1)N1CCOCC1 | 10.6% | ? | -0.9%
Nc1nc(SCc2ccc(Cl)cc2Cl)n[nH]1 | -9.6% | -8.3% | 22.3%
COc1ccc2[nH]cc(CCNc3ccnc(-c4cccnc4)n3)c2c1 | · | 20.6µM* | -22.7%
CCOCCCNC(=O)C1CCN(c2nc3ccc(C)cc3[nH]2)CC1 | -5.8% | 0.5% | ·
C/C=C/C(=O)Nc1cccc(C2=NOC3(C2)C[C@@H](C(N)=O)N(C(=O)c2cc([N+](=O)[O-])cc([N+](=O)[O-])c2C)C3)c1 (stereo partly drawn) | -11.9% | -7.7% | -11.2%
CC(C)c1c(C(=O)N/N=C/c2ccncc2)nnn1-c1nonc1N | -6.0% | -11.7% | ?
NC(=O)c1ccc(=O)n(Cc2ccc(Cl)cc2Cl)c1 | -9.1% | -27.2% | -2.3%
Cc1ccc(NC(=O)c2cc(NC(=O)c3ccco3)ccc2N2CCOCC2)cc1Cl | 2.0% | ? | -4.9%
COc1cccc(C2(O)C(=O)Nc3ccccc32)c1 (stereo not drawn) | 5.5% | -20.6% | -0.2%
COc1ccc(NC(=O)CN2C(=O)NC3(CCCC3)C2=O)cc1OC | -5.8% | -10.9% | 0.9%
O=C(Nc1cccnc1Cl)c1ccc(S(=O)(=O)N2CCCCCC2)cc1 | -16.0% | -22.4% | 1.9%
COC(=O)[C@H](CC(C)C)NC(=O)N1CCC(C)CC1 | -1.5% | 5.8% | -0.6%
CN(C)CCNC(=O)C1(O)c2cc(Br)ccc2NC(=O)N1c1ccc(Cl)cc1 (stereo not drawn) | -13.8% | ? | -17.3%
O=C(COC(=O)c1ncc(Cl)c(Cl)c1Cl)NC(=O)c1ccccc1 | 9.2% | 22.7% | -1.0%
CCc1cccc(NC(=O)c2ccc(Br)o2)c1 | -13.3% | -13.7% | 4.6%
CC(=O)Nc1ccc(NC(=O)C(C)OC(=O)CCC(=O)c2ccc(F)cc2)cc1 (stereo not drawn) | 3.4% | -1.1% | 5.1%
O=C(Cc1cccc(NC(=O)C2CCCN(C(=O)CCc3ccccc3)C2)c1)Nc1ccc(C(=O)N2CCCCC2)cc1 (stereo not drawn) | 5.4% | 29.1µM* | ·
CC(=O)c1c(C)[nH]c(C(=O)Nc2cc(S(=O)(=O)N3CCCCC3)ccc2C)c1C | 10.5% | ? | ·
O=C(Nc1nc(-c2cccc(Br)c2)cs1)Oc1ccccc1 | -6.3% | -15.4% | 5.5%
O=C1CCC([N+](=O)[O-])C(c2ccccc2C(F)(F)F)N1 (stereo not drawn) | -0.2% | -2.0% | 5.7%
O=C(OCCOc1ccccc1F)c1cccc(S(=O)(=O)N2CCOCC2)c1 | 4.8% | -2.8% | ·
CCN1CCSc2ccc(C(=O)NCc3ccc(OC(C)C)cc3)cc21 | 4.9%&-3.3% | ? | ?
CCc1ccccc1NC(=O)CSc1nncn2c1cc1oc(C)cc12 | -13.7% | ? | ·
Cc1ccc(OCC(=O)NNC(=O)[C@@H]2CCCC[C@@H]2C(=O)O)c(Br)c1 | -4.8% | -18.7% | 0.8%
Cc1ccc(S(=O)(=O)N2CCC(C(=O)Nc3cc(C(F)(F)F)ccc3N3CCOCC3)CC2)cc1C | 0.7% | -0.8% | 4.1%
O=C(NCC1CCCO1)C1CC(=O)N(c2ccccc2)C1 (stereo not drawn) | -10.5% | 2.8% | -5.7%
CN(CCc1ccccn1)C(=O)CCC1CCCN(Cc2ccccc2OC(F)F)C1 (stereo not drawn) | 7.7% | -11.7% | -2.2%
Cc1nonc1CN(C)C(=O)CC1C(=O)NCCN1Cc1ccccc1C(F)(F)F (stereo not drawn) | -6.6% | 4.5% | -2.9%
Nc1ncnc2c1ncn2[C@@H]1O[C@H](COP(=O)(O)OP(=O)(O)OP(=O)(O)OP(=O)(O)OC[C@@H]2O[C@H](n3cnc4c(N)ncnc43)[C@@H](O)[C@H]2O)[C@@H](O)[C@H]1O | ? | ? | 9.4%
CCc1ccc(NC(=O)CSCc2ccc(C(=O)O)cc2)cc1 | 15.8% | -16.6% | -22.8%
Cc1cc(OCC(=O)NCCc2nc3ccccc3[nH]2)cc(C)c1Cl | -15.3% | 11.6µM* | ·
COc1ccc(CNC(=O)Cn2c(=O)oc3cc(S(=O)(=O)N4CCCCCC4)ccc32)cc1 | -17.8% | 13µM* | ·
O=C(CN(Cc1ccc(F)cc1)C(=O)CCC(=O)Nc1nccs1)NCC1CCCO1 (stereo not drawn) | -0.3% | 4.9% | -0.9%
Cc1ccc2c(=O)cc(C(=O)Nc3sc4c(c3C(N)=O)CCCC4)oc2c1 | 7.3% | -21.1% | ·
COCc1cc(=O)n2[nH]cc(-c3ccccc3)c2n1 | -5.3% | ? | 24.1%
O=C(CN1CCN(c2ccccc2)CC1)Nc1ccc(OCc2ccccc2)cc1 | 6.2% | ? | -10.4%
O=C(Nc1nnc(CCc2ccccc2)s1)c1ccccc1F | 9.4% | -13.5% | -9.0%
CC(=O)N(C)c1ccc(N2CCOCC2)c2c1C(=O)c1ccccc1C2=O | -5.5% | -29.4% | ·
O=C(c1ccccc1)N1CCN(Cc2ccccc2C(F)(F)F)CC1 | 6.0% | -1.9% | 2.5%
O=C(O)CC12CC3CC(C1)CC(n1ncc(NCC4CCCO4)c(Cl)c1=O)(C3)C2 (stereo not drawn) | 13.3% | -16.6% | 2.7%
CC(C)[C@H](NC(=O)Nc1ccc(Oc2ccccc2)cc1)C(=O)O | -8.6% | 11.6µM* | 3.2%

Random excerpt: 4 compounds from above.
SMILES | FEN1 inh | TDP1 cell CPT | N370S GC mod
O=C(c1ccccc1)N1CCN(Cc2ccccc2C(F)(F)F)CC1 | 6.0% | -1.9% | 2.5%
Cc1ccc2c(=O)cc(C(=O)Nc3sc4c(c3C(N)=O)CCCC4)oc2c1 | 7.3% | -21.1% | ·
CC(=O)N(C)c1ccc(N2CCOCC2)c2c1C(=O)c1ccccc1C2=O | -5.5% | -29.4% | ·
COCc1cc(=O)n2[nH]cc(-c3ccccc3)c2n1 | -5.3% | ? | 24.1%

The list is partial; rates above refer to the full screens.
